Assay outcomes as filed in PubChem BioAssay.
ERG-DNA inh – qHTS for Small Molecule Inhibitors of the ERG Ets/DNA interaction. Transcriptional regulator ERG (Homo sapiens), P11308. fluorescence polarization, His-ERG Ets domain / labelled DNA. Potency, µM (doses to about 76.9 µM), inactives show at the highest dose FP activity, negative = inhibition, hits mostly inhibitors. actives 0.028% (n = 370,000). AID 624246, 2012; active = well fitted inhibition curve with a large enough effect in the polarisation, with a control signal flat; inconclusive = small, poorly fitted or top-dose-only effect, or effect the other way, or a change in a side signal; inactive = no such curve, though single readings can be large or run the other way; the % refers to the polarisation;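 also: polarization taken with two DNA probes labelled with fluorescein and Texas red; potency is read from the fitted curve at half-maximal effect; % of control where 0% means no effect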
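His-tagged ERG Ets domain (1 uM in the protein solution; 300mM KCl, 50mM Tris-HCl, 1mM EDTA, 1mM DTT, pH 7.5) received compound, then a probe mix of 5 nM fluorescein-DNA and 100nM Texas-615-DNA. Fluorescence polarization was read for both dyes.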
PGK inhibitor – qHTS Assay to Find Inhibitors of Phosphoglycerate Kinase; actives 0.043% (n = 380,000); AID 602233, 2012; PGK/GAPDH coupled, Kinase-Glo luminescence, 60 min; Potency, µM (highest dose often 57.5 µM), inactives show at the top dose activity change, negative = inhibition, actives largely listed as inhibitors; Phosphoglycerate kinase, glycosomal (Trypanosoma brucei brucei), P07378; also: potency is read from the fitted curve at half-maximal effect; % is scaled to controls: 0 for no effect and ±100 for the full control effect; nearly all actives have a fitted effect of over 60% in size
Target sequence (P07378 whole entry, looked up): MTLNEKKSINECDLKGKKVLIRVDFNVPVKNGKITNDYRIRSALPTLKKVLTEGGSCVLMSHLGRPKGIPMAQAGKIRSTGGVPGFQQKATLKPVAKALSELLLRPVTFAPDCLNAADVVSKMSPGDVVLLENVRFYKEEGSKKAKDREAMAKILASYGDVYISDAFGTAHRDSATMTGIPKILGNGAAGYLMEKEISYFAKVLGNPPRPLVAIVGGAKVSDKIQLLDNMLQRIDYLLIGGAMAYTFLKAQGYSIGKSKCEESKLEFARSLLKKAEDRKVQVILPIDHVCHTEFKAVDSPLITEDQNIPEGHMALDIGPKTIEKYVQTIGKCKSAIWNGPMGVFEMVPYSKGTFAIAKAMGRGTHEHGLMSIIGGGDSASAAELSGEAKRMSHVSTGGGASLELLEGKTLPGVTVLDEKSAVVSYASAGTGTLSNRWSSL
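Recombinant glycosomal PGK reaction used 1,3-bisphosphoglycerate generated in-well by GAPDH (100nM final) in 100mM TEA pH 7.6, 5mM MgCl2, 0.01% Tween-20. After 60 minutes at room temperature, ATP was read by Kinase-Glo Plus luminescence end-point.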
PI4K2A block – qHTS for small molecular inhibitors of PI4K2A. Phosphatidylinositol 4-kinase type 2-alpha (Homo sapiens), Q9BTU6. purified PI4K2A, ADP-Glo luminescence, 1 h; stronger effect = lower value. activity change, negative = inhibition, % at 76.9 µM. actives 0.13% (n = 420,000). AID 1346378, 2018; in the data active = activity change below about -50%; inconclusive = mostly about -30% to -49%;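 also: -100% = wells without enzyme as full effect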
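In this quantitative HTS, ADP production by PI4K2A was quantified luminescently after 1 h at ambient temperature; 100 microM adenosine served as plate-quality control.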
G9a block – qHTS Assay for Inhibitors of Histone Lysine Methyltransferase G9a; G9a H3K9 monomethylation, AlphaScreen, 2 h; Potency, µM (series often up to 102 µM), without a hit: at the top dose activity, negative = inhibition, hits mostly inhibitors; actives 8.8% (n = 350,000); also: potency is read from the fitted curve at half-maximal effect; % is scaled to controls: 0 for no effect and ±100 for the full control effect; nearly all actives have a fitted effect of over 75% in size
Target sequence (Q96KQ7 913-1193 limits assumed): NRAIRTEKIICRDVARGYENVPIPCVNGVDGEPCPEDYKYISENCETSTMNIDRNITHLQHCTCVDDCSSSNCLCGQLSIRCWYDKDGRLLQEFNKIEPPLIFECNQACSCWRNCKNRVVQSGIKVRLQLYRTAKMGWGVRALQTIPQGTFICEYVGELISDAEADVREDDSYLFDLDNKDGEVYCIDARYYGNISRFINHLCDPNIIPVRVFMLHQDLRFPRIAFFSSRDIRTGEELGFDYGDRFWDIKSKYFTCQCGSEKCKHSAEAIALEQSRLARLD
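Chemiluminescent proximity detection of H3K9 monomethylation, read after 10 min bead incubation in the dark. Reaction: 20 nM G9a, 500 nM biotin-H3K9 peptide, 20 uM SAM cofactor, 2 h, room temperature, following 15 min enzyme-compound preincubation.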
BAZ2B inh – qHTS Assay for Inhibitors of BAZ2B; Bromodomain adjacent to zinc finger domain protein 2B (Homo sapiens), Q9UIF8; AlphaScreen BAZ2B-H3K14Ac peptide displacement; Potency, µM (top dose mostly 114 µM), inactives show at the highest dose activity change, negative = inhibition, actives largely listed as inhibitors; actives 4.4% (n = 360,000); AID 504333, 2011; also: potency is read from the fitted curve at half-maximal effect; % is scaled to controls: 0 for no effect and ±100 for the full control effect; nearly all actives have a fitted effect of over 60% in size
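BAZ2B 50 nM plus b-H3(5-23)K14Ac 50 nM, PBS pH 7.4/0.01% Tween-20, 30 min RT; compound added (max 110 uM), 30 min RT; streptavidin donor/Ni-chelate acceptor beads 10 ug/mL final, 20 min dark; AlphaScreen read.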
Pin1 inhibitor – qHTS Assay to Find Inhibitors of Pin1; Peptidyl-prolyl cis-trans isomerase NIMA-interacting 1 (Homo sapiens), Q13526; Pin1 FP peptide displacement, HiFluor488, 10 min; Potency, µM (highest dose often 115 µM), for the others: at the top dose activity, negative = inhibition, most hits filed as inhibitors; actives 0.009% (n = 390,000); active = well fitted inhibition curve with a large enough effect in the polarisation, with a control signal flat, not every such curve was filed as active; inconclusive = small, poorly fitted or top-dose-only effect, or effect the other way, or a change in a side signal; inactive = no such curve, though single readings can be large or run the other way; the % refers to the polarisation; also: potency is read from the fitted curve at half-maximal effect; % is scaled to controls: 0 for no effect and ±100 for the full control effect
Target sequence (Q13526 whole entry, looked up): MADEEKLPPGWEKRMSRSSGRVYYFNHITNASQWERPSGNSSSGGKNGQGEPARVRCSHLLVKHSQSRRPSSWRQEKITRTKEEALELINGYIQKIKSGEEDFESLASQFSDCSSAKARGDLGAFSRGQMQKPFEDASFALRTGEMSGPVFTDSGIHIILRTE
GLS inhibitor – qHTS for Inhibitors of Glutaminase (GLS) | Glutaminase kidney isoform, mitochondrial (Homo sapiens), O94925 | GLS enzymatic activity, qHTS titration | Potency, µM (doses to about 45.5 µM), for inactives: top-dose activity change, negative = inhibition, hits mostly inhibitors | actives 0.21% (n = 410,000); also: potency is read from the fitted curve at half-maximal effect; % is scaled to controls: 0 for no effect and ±100 for the full control effect
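Two-point fluorescence kinetic (t0, 30 min RT) for hKGA; glutamate detected via glutamate oxidase–HRP–Amplex Red. Substrate: 1 mM L-glutamine solution; buffer 45 mM KH2PO4, pH 8.2.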
JMJD2A Tudor inh – qHTS Assay for Inhibitors of JMJD2A-Tudor Domain; Lysine-specific demethylase 4A (Homo sapiens), O75164; AlphaScreen JMJD2A-Tudor / H3K4me3 peptide binding; Potency, µM (series often up to 114 µM), without a hit: at the highest dose activity change, negative = inhibition, actives largely listed as inhibitors; actives 4.4% (n = 390,000); also: potency is read from the fitted curve at half-maximal effect; % is scaled to controls: 0 for no effect and ±100 for the full control effect; nearly all actives have a fitted effect of over 50% in size
HP1b chromo inh – HTS for Inhibitors of HP1-beta Chromodomain Interactions with Methylated Histone Tails; actives 0.56% (n = 390,000); Potency, µM (titrated, usually from 114 µM), for inactives: top-dose activity change, negative = inhibition, hits mostly inhibitors; AlphaScreen HP1-beta / biotin-H3K9me3 peptide binding; Chromobox protein homolog 1 (Homo sapiens), P83916; AID 540317, 2011; also: potency is read from the fitted curve at half-maximal effect; nearly all actives have a fitted effect of over 70% in size; inactives centre near 23
Target sequence (P83916 whole entry, looked up): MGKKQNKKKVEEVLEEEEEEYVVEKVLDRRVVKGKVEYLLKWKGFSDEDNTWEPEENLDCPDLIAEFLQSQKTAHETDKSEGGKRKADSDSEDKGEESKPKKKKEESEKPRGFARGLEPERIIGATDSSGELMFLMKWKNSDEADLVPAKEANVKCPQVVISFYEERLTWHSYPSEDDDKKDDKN
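AlphaScreen: HP1-beta (50 nM) preformed 30 min with biotin-H3(1-18)K9me3 peptide (50 nM) in PBS pH 7.4, 0.01% Tween-20. Compound added for 30 min at RT, then streptavidin donor/nickel chelate acceptor beads (10 ug/mL) for 30 min.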
Numbers without * were called inactive; i = inactive; ? = inconclusive; / = not tested or not shown; [ ] = another dose, or the depositor's remark. Unless noted, calls follow the shape of the dose curve; as a rule, active = well fitted curve in the direction sought with a large enough effect; inconclusive = small, poorly fitted or top-dose-only effect, or another doubt; inactive = no such curve, though single readings can be large; an effect the other way counts as inactive or inconclusive.

SMILES	ERG-DNA inh	PGK inhibitor	PI4K2A block	G9a block	BAZ2B inh	Pin1 inhibitor	GLS inhibitor	JMJD2A Tudor inh	HP1b chromo inh
O=C(Cc1ccc(F)cc1)NCc1cccnc1	11%	i	-1	-5%	-9%	11%	-11%	-8%	31%
CCOC(=O)c1cccc(NC(=O)CSc2nc3cccnc3n2C)c1	2%	-6%	0	11%[59 µM]	-2%	2%	-3%	1%	21%
O=C(Nc1cscc1S(=O)(=O)c1ccccc1)c1ccccc1Cl	-3%	3%	-1	52%[activator]	7%	-1%	-13%	22%	35%
Cc1c(CCO)c(=O)[nH]n1S(=O)(=O)c1ccc(Cl)cc1Cl	1%	5%	5	38%	-2%	0%	0%	-20%	33%
COc1ccc(-c2sc3ccc(OC)cc3c2-c2ccc(O)cc2)cc1	-15%	0%	3	/	/	?	7%	-32%	5%
CC1CC(C)CN(C(=O)CSc2nnc(N)s2)C1 (centres undefined)	5%	-6%	-7	/	-14%	1%	17%	-9%	8%
COCCNC(=O)CN(c1cccc(OC)c1)S(=O)(=O)c1ccc(C)cc1	-1%	1%	0	-9%	-4%	4%	11%	-8%	14%
CSCCC(NC(=O)c1ccc([N+](=O)[O-])cc1Cl)C(=O)OCC(=O)NCCCc1ccccc1 (centres undefined)	12%	-2%	1	-9%[59 µM]	-39%	10%	2%	?	-18%
CCC(C)NC(=O)CSc1nc2c(sc(=S)n2-c2cc(Cl)ccc2OC)c(=O)[nH]1 (centres undefined)	6%	-4%	-4	-5%	3%	-3%	35%[activator]	-31%	41%[activator]
C=CCn1c(C)cc(C(=O)CN2C(=O)c3ccccc3S2(=O)=O)c1C	19%	-9%	-5	-1%[59 µM]	?	4%	10%	?	-17%
COc1ccc(OC)c(S(=O)(=O)N(C)CC(=O)N2CCN(c3cccc(Cl)c3)CC2)c1	10%	-6%	1	-23%[59 µM]	-3%	0%	3%	-28%	-1%
O=C1CN(CC(=O)Nc2cccc(Cl)c2Cl)c2ccccc2N1	12%	-9%	-1	?	-30%	?	0%	-20%	16%
CC(C)(C)C(=O)NC(NC(=O)C(C)(C)C)c1ccc([N+](=O)[O-])cc1	-7%	-1%	1	15%[59 µM]	8%	3%	8%	-16%	0%
COc1ccc(CNC(=O)C/C(C)=N/NC(=O)c2ccc(OC)cc2OC)cc1	2%	-9%	-4	34%	-5%	9%	-6%	-3%	29%
COc1ccc(C(=O)Nc2cccc3c2CCCC3)c(OC)c1	7%	-6%	3	/	/	17%	6%	2%	14%
COc1ccc(NC(=O)N(CCC(C)C)C(C)c2ccccn2)c(OC)c1 (centres undefined)	-7%	i	5	-32%	-2%	1%	2%	-19%	18%
O=C(Nc1nccs1)c1cccc(NC(=O)C2CC2)c1	/	/	-5	-10%[59 µM]	-31%	-5%	-1%	-20%	34%
Cc1ccc(NC(=O)Cn2c(=O)n(CCC(=O)NCc3ccc4c(c3)OCO4)c(=O)c3sccc32)c(C)c1	2%	-2%	1	-30%[59 µM]	-28%	22%	-6%	-17%	-1%
CCOc1ccc(CNC(=O)c2ccc3nc(C(C)C)oc3c2)cc1	-1%	0%	1	1%[59 µM]	5%	-4%	7%	-16%	9%[57 µM]
Cc1ccc(S(=O)(=O)c2nc(NCc3ccc4c(c3)OCO4)sc2Cl)cc1	-3%	4%	1	32µM*	-1%	61%[activator]	4%	-30%	5%
COc1ccc(NCC(=O)N/N=C/c2cc([N+](=O)[O-])ccc2N2CCCC2)cc1	-23%	6%	5	8.9µM*	?	7%	-22%	?	?
COc1ccc(NS(=O)(=O)c2ccc(NS(=O)(=O)c3cccs3)cc2)c(OC)c1	-5%	4%	-1	22%	-7%	-2%	0%	-6%	19%
CCCN(CCC)S(=O)(=O)c1cc2c(cc1Br)CCN2C(=O)CC	-16%	0%	1	/	/	-5%	-9%	-8%	49%[activator]
CCOc1ccc(Br)cc1S(=O)(=O)Nc1nc(CN2CCOCC2)nc2sc(C)c(C)c12	-4%	6%	-1	-14%	-10%	?	18%	-24%	19%
Cc1ccc(CC(=O)Nc2nc3ccccc3[nH]2)cc1C	2%	15%	3	?	8%	-4%	6%	-9%	29%
SMILES	ERG-DNA inh	PGK inhibitor	PI4K2A block	G9a block	BAZ2B inh	Pin1 inhibitor	GLS inhibitor	JMJD2A Tudor inh	HP1b chromo inh
CC1CCN(C(=O)C2CCCCN2S(=O)(=O)c2cccc([N+](=O)[O-])c2)CC1 (centres undefined)	-8%	7%	-2	-28%	-32%	-9%	19%	-24%	6%
O=C(CSC1=NS(=O)(=O)c2cc(Cl)ccc2N1)NCCc1ccccc1	-8%	-6%	1	?	?	2%	21%	-3%	8%
CCOc1ccc(-c2cccc(NS(=O)(=O)c3c(C)cc(C)cc3C)c2)nn1	0%	0%	-2	-5%[59 µM]	-17%	18%	1%	-19%	15%[57 µM]
Cc1ccc(S(=O)(=O)N2CCN(c3ccc(N4CCOCC4)nn3)CC2)cc1[N+](=O)[O-]	5%	8%	3	1%	-26%	-4%	-5%	-10%	61%[activator]
CC[C@H](C)[C@@H]1NC(=O)[C@H]([C@@H](C)CC)NC(=O)[C@@H](CC(C)C)NC(=O)[C@H](Cc2ccccc2)NC(=O)[C@H](Cc2ccccc2)NC(=O)[C@@H]2CCCN2C(=O)[C@@H]2CCCN2C(=O)[C@H](C(C)C)NC(=O)[C@H](CC(C)C)NC1=O	13%	i	1	/	/	-1%	-1%	-30%	24%
Clc1cccc(-n2ncc3c(NC4CCCCC4)ncnc32)c1	1%	-2%	-1	18%[59 µM]	30%	0%	2%	13%	98%[activator]
COc1cc(C(=O)NCc2nnc(SCC(=O)Nc3nc4ccccc4s3)o2)cc(OC)c1OC	1%	-6%	2	17%[59 µM]	46%[activator]	10%	2%	-11%	34%
Cc1nc2ccccc2cc1O	-10%	-6%	5	0%[59 µM]	0%	0%	31%[activator]	1%	26%
Cc1cc(OCC(=O)N(C)Cc2ccccc2)ccc1Br	-10%	-5%	0	13%[59 µM]	13%	0%	2%	40%[activator]	61%[activator]
O=C(CSc1nc(=O)n(CCCN2CCOCC2)c2c1CCC2)Nc1ccccc1F	-8%	i	-2	-3%	-7%	-1%	-20%	-3%	29%
Cc1cccc(NC2=NC(=S)N(c3cccc(C(=O)O)c3)C23CCCCC3)c1	-4%	/	1	2%	-5%	7%	-5%	-2%	63%[activator]
COc1cc(Br)c(S(=O)(=O)Nc2c(C)n(C)n(-c3ccccc3)c2=O)cc1OC	6%	8%	0	9%[12.7 µM]	7%	-6%	0%	-1%	32%
CC[C@H](C)[C@H](NS(=O)(=O)c1ccc(C)cc1)C(=O)N1CCC(C(=O)N[C@@H](C)C(=O)O)CC1	4%	-7%	13	-6%	3%	2%	-3%	6%	36%
CCNC(=S)Nc1ccc(Oc2ccccc2)cc1	-1%	4%	2	/	/	?	-8%	-24%	40%[activator]
CC(C)NC(=S)N/N=C/C1=CCC2CC1C2(C)C (centres undefined)	0%	-1%	-4	-2%[59 µM]	?	-1%	8%	-32%	-3%

7 consecutive compounds out of the list so far, quoted:
SMILES	ERG-DNA inh	PGK inhibitor	PI4K2A block	G9a block	BAZ2B inh	Pin1 inhibitor	GLS inhibitor	JMJD2A Tudor inh	HP1b chromo inh
CC1CCN(C(=O)C2CCCCN2S(=O)(=O)c2cccc([N+](=O)[O-])c2)CC1 (centres undefined)	-8%	7%	-2	-28%	-32%	-9%	19%	-24%	6%
O=C(CSC1=NS(=O)(=O)c2cc(Cl)ccc2N1)NCCc1ccccc1	-8%	-6%	1	?	?	2%	21%	-3%	8%
CCOc1ccc(-c2cccc(NS(=O)(=O)c3c(C)cc(C)cc3C)c2)nn1	0%	0%	-2	-5%[59 µM]	-17%	18%	1%	-19%	15%[57 µM]
Cc1ccc(S(=O)(=O)N2CCN(c3ccc(N4CCOCC4)nn3)CC2)cc1[N+](=O)[O-]	5%	8%	3	1%	-26%	-4%	-5%	-10%	61%[activator]
CC[C@H](C)[C@@H]1NC(=O)[C@H]([C@@H](C)CC)NC(=O)[C@@H](CC(C)C)NC(=O)[C@H](Cc2ccccc2)NC(=O)[C@H](Cc2ccccc2)NC(=O)[C@@H]2CCCN2C(=O)[C@@H]2CCCN2C(=O)[C@H](C(C)C)NC(=O)[C@H](CC(C)C)NC1=O	13%	i	1	/	/	-1%	-1%	-30%	24%
Clc1cccc(-n2ncc3c(NC4CCCCC4)ncnc32)c1	1%	-2%	-1	18%[59 µM]	30%	0%	2%	13%	98%[activator]
COc1cc(C(=O)NCc2nnc(SCC(=O)Nc3nc4ccccc4s3)o2)cc(OC)c1OC	1%	-6%	2	17%[59 µM]	46%[activator]	10%	2%	-11%	34%
